# Assay outcomes from PubChem BioAssay.
# bovine MsrA act – bovine MsrA enzyme activators, primary screen, biochemical, absorbance, HTS; Methionine sulfoxide reductase A (Bos taurus); purified bovine MsrA, absorbance read-out; activation, % at 10.6 µM; actives 0.3% (n = 360,000); in the data active = activation above about 7.5%;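 also: 0% = vehicle and 100% = reference activator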
# FAS-TE inh – FAS thioesterase domain inhibitors, primary screen, biochemical, fluorescence intensity, uHTS; Fatty acid synthase (Homo sapiens), P49327; actives 0.67% (n = 360,000); recombinant FAS-TE, OMFH fluorogenic substrate, fluorescence endpoint; inhibition, % at 15 µM; AID 602261, 2012;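 active = compounds whose normalised, plate-corrected inhibition of enzyme fluorescence in the single-dose primary screen is 50% or more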;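 also: 0% = DMSO with enzyme and 100% = substrate without enzyme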
# SKN-1 block – suppressors of acrylamide-induced Pgst-4::GFP reporter in worms, primary screen, SKN-1 inhibitor project, whole organism, uHTS, GFP/RFP fluorescence ratio, strain VP596; C. elegans VP596 Pgst-4::GFP/RFP ratio, 24 h; inhibition, % at 21.8 µM; actives 0.49% (n = 360,000); AID 624304, 2012;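 active = interference check ratio from 0.5 to 1.5 plus GFP to RFP signal ratio inhibition reaching or exceeding a fixed threshold, cut at about 30% in these data, passing the limit was not always enough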; also: some compounds called inactive have numbers as strong as hits
# MT1-MMP act inh – blockers of MT1-MMP proenzyme processing, primary screen, HT1080 RFP-PRO-GFP cells, GFP/RFP fluorescence; GFP/RFP ratio fluorescence, overnight; percent of plate control window, DMSO zero; AID 651647, 2012; GFP/RFP ratio change, % at 20 µM; Matrix metalloproteinase-14 (Homo sapiens), P50281; actives 0.061% (n = 360,000);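 active = GFP/RFP ratio change of at least 30% with cell ATP level not reduced by more than half and red fluorescence within 50% of control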; also: strong numbers were not always called active
#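 Assay system: HT1080 RFP-PRO-GFP cells | Dosing: 20 µM single dose, 1% DMSO | Incubation: Cells overnight before dosing, compound overnight, 37 °C, 5% CO2 | Evaluation: GFP/RFP fluorescence ratio | Control set: DMSO-only wells and HT1080 RFP-L50D-GFP cell wells as references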
# Rin1 Abl inh – inhibitors of Rin1-Abl protein binding, primary screen, biochemical, TR-FRET; Tyrosine-protein kinase ABL1 (Homo sapiens) + Ras and Rab interactor 1 (Homo sapiens), …; actives 0.4% (n = 360,000); AID 588664, 2011; inhibition, % at 7.35 µM; in the data active = inhibition above about 5%, passing the limit was not always enough
# CendR NRP1 mod – modulators of CendR peptide binding to NRP-1, primary screen, biochemical, fluorescence polarization, uHTS | actives 0.85% (n = 360,000) | inhibition, % at 25 µM | FAM-RPARPAR peptide binding to NRP-1 | Neuropilin-1 (Homo sapiens), O14786;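 active = inhibition or corrected inhibition above about 18%, plus a signal ratio from 0.5 to 1.5, limit read from the data, passing the limit was not always enough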; also: strong numbers were not always called active
# Target sequence (O14786 whole entry, looked up): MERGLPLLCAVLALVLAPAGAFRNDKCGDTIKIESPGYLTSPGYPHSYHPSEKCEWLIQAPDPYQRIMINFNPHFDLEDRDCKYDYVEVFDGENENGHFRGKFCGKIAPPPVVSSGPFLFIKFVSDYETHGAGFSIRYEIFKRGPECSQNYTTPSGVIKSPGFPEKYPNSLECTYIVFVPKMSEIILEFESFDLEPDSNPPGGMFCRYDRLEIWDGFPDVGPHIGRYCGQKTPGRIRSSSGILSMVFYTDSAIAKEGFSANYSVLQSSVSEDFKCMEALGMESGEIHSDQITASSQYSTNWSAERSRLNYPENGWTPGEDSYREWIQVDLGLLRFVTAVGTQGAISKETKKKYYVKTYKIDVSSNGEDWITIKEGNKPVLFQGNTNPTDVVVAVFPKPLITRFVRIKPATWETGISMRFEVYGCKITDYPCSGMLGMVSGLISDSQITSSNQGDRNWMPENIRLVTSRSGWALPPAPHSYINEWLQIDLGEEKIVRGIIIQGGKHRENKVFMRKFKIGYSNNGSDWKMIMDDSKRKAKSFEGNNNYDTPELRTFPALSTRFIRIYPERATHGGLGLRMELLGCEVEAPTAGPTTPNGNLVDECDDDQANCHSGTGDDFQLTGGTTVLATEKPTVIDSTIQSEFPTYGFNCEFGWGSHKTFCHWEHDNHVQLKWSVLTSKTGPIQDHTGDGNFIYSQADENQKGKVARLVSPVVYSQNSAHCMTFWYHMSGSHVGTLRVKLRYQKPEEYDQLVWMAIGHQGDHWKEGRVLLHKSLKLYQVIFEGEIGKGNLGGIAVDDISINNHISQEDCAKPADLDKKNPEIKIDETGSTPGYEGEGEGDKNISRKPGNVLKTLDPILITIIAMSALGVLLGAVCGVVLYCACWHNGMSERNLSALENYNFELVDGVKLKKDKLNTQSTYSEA
# eLon inh – inhibitors of E. coli Lon protease, primary screen, biochemical, fluorescence polarization | P0A9M0 | purified E. coli Lon protease | inhibition, % at 7.94 µM | actives 0.42% (n = 360,000); in the data active = inhibition above about 13%, passing the limit was not always enough;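 also: 0% = enzyme with probe and DMSO and 100% = no enzyme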
# MLLE-PAM2 inh – inhibitors of PABP1 MLLE–PAM2 peptide binding, primary screen, biochemical, fluorescence polarization, FITC-PAM2, GST-MLLE. Polyadenylate-binding protein 1 (Homo sapiens), P11940. AID 588489, 2011. actives 0.36% (n = 360,000). inhibition, % at 20 µM; in the data active = inhibition above about 35%, passing the limit was not always enough;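 also: plate controls were DMSO wells with GST-MLLE for no effect and wells lacking GST-MLLE protein for full effect; some results filed as inactive read as strong as hits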
# Neddylation inh – inhibitors of cullin neddylation, primary screen, biochemical, TR-FRET, uHTS, NAE and Ubc12 | AID 651699, 2012 | calls only at 25 µM | actives 0.58% (n = 360,000); in the data active = inhibition above about 36%
# * hit, by the source's call; i = inactive; x = not tested or not shown.
SMILES,bovine MsrA act,FAS-TE inh,SKN-1 block,MT1-MMP act inh,Rin1 Abl inh,CendR NRP1 mod,eLon inh,MLLE-PAM2 inh,Neddylation inh
CC(C)C[C@@H](CNCC(=O)[C@H](C)NC(=O)c1[nH]cnc1C(=O)N[C@H](CN)CC(C)C)NC(=O)c1nc[nH]c1C(=O)N[C@@H](C)C(=O)O,-2.0,-8.9,-3.8,3.1,-0.8,0.0,7.5,9.1,i
CCOc1ccccc1NC1c2ccccc2C(=O)N1c1ccc(C)cn1 (centres undefined),-2.1,14.2,6.3,7.6,-2.7,-5.8,-10.2,-11.7,i
O=C(Nc1ccc(Br)cc1F)C1CCN(c2nnc(-n3cccc3)s2)CC1,-1.0,-0.1,-1.6,-4.4,-0.1,-2.2,-5.1,-23.2,i
CC(=O)c1ccc(NC(=O)CCS(=O)(=O)c2ccc3c(c2)n(C)c(=O)c(=O)n3C)cc1,-2.2,-7.2,13.2,-1.2,2.4,0.9,-2.3,3.4,i
COC(=O)C1(CO)NC(c2cccs2)C2C(=O)N(c3ccccc3)C(=O)C21 (centres undefined),-0.1,-5.5,-10.0,-4.8,-4.4,-12.6,-3.2,1.2,i
O=C(Nc1ccc(Br)cc1)C1CC=CCC1C(=O)OCC1CCCO1 (centres undefined),-12.7,-6.3,-8.6,6.6,5.0,-1.4,-0.4,-5.4,i
CC(C)CN(C(=O)CC(C)c1ccccc1)c1c(N)n(Cc2ccccc2)c(=O)[nH]c1=O (centres undefined),-1.9,-4.4,-16.7,-1.2,2.8,11.4,2.5,-110.8,i
COC(=O)c1sc(NC(=O)CSc2nc3cccnc3n2C2CCCCC2)nc1C,0.7,20.3,5.2,-2.5,1.3,-9.9,-5.0,-27.4,i
CC1(C)CC(=O)C(N=Nc2ccc(S(=O)(=O)N3CCCCCC3)cc2)=C(O)C1,-1.9,7.6,-1.3,3.5,0.6,-10.3,-13.1,-4.1,i
CN(C)CCNCc1ccc(OC2CCCC2)cc1,-1.0,-5.8,2.6,7.1,1.4,-3.3,-6.3,-7.4,i
O=C(CN1C(=O)NC2(CCOc3ccccc32)C1=O)c1ccc(F)cc1 (centres undefined),-1.1,-2.0,-28.0,-6.1,-0.6,-10.9,-22.2,-6.5,i
O=S(=O)(c1cccc(-n2cnnn2)c1)N1CCOCC1,-3.2,-6.1,-4.3,0.8,8.9*,-9.8,-1.4,-5.5,i
COc1cc(CNCc2ccccn2)ccc1OCc1ccccc1Cl,-6.4,-5.4,4.2,2.3,0.7,-4.4,-5.7,5.2,i
Cc1ccccc1C(=O)N1CCC(C(=O)O)CC1,-3.4,-7.8,25.0,3.8,-2.1,-1.9,-1.6,6.8,i
Cn1sc(NC(=O)c2cccc(Cl)c2)nc1=O,-5.7,-8.6,-15.6,3.2,-2.0,8.3,-8.7,-0.2,i
CCCOc1ccc(C(=O)N2CCCc3ccccc32)cc1,-5.8,14.4,-23.4,0.1,-0.5,13.8,-7.8,4.5,i
CCc1ccc(OCC(=O)N2CC(C(=O)OC)Oc3ccccc32)cc1 (centres undefined),-0.8,5.1,-24.1,-1.4,0.7,-1.5,-1.3,0.3,i
CCN(CC)S(=O)(=O)c1ccc(N2CCOCC2)c(NC(=O)CCC2CCCCC2)c1,-2.5,11.2,6.5,7.5,-2.1,-15.4,-2.5,39.0*,i
O=C(NC1CC2CCCC(C1)N2C(=O)N1CCCCC1)C1CCCCC1 (centres undefined),-1.1,-5.5,-1.2,-3.7,4.6,6.1,-6.1,0.7,i
COc1cc(CNC2CCCCC2OC)cc(OC)c1 (centres undefined),-1.3,-1.2,6.6,1.7,2.6,4.1,-0.7,3.6,i
COc1cccc(CC(=O)Nc2ccc3c(c2)CCC3)c1,-1.1,6.1,14.4,-3.3,3.2,-4.0,-5.9,-16.9,i
O=C1NC(=O)C2(CCCCC2)N1,-7.6,-13.4,4.4,-1.9,5.5,-15.5,-1.6,4.9,i
CN1CCN(C(=S)c2cn(Cc3cccc(F)c3)c3ccccc23)CC1,-12.8,-5.1,-10.3,-4.0,1.4,5.7,14.0,14.3,i
COc1ccc(CNC(=O)Cc2csc(Nc3nc(=S)[nH]c4ccccc34)n2)cc1,-12.8,0.3,3.4,3.5,0.0,-14.0,1.0,24.6,x
O=C(Cn1cnc2c(nnn2Cc2ccccc2)c1=O)NCc1ccco1,-0.3,-6.1,-6.7,5.6,0.0,8.0,-14.8,-6.6,i
O=C(CCNC(=O)c1ccccc1)NNC(=O)COc1ccccc1Cl,-0.4,-0.5,13.2,-1.9,-0.5,-7.3,-16.4,17.5,i
C[C@H](NS(=O)(=O)c1ccc2c(c1)OCCCO2)C(=O)N1CCN(c2ccc(F)cc2)CC1,-6.1,0.0,-3.1,0.9,3.4,4.7,-6.2,40.8*,i
C/C(N)=C(/C#N)C(=O)COC(=O)C1CCN(C(=O)c2ccc(Cl)cc2)CC1,1.9,7.0,1.8,1.2,-0.6,-2.2,3.4,6.2,i
Cc1nc2scc(C)n2c(=O)c1S(=O)(=O)Nc1ccc(N2CCOCC2)cc1,-3.0,-4.9,1.9,3.6,0.5,11.4,-6.6,5.7,i
O=C(NCCCc1ccccc1)c1cccc(NC(=O)C2CCCC2)c1,-4.1,0.5,-4.4,0.2,-1.8,-4.9,-6.8,-8.0,i
CC(=O)/C(=C\N(C)C)Sc1ccc(Cl)cc1,-2.5,-4.0,-2.1,1.9,-3.4,-0.6,3.4,14.6,i
Cc1cc(C)n2nc(C(=O)OCC(=O)NNC(=O)c3ccc(Cl)cc3)nc2n1,-3.0,-5.8,-5.6,-3.0,2.9,-6.0,1.6,-0.3,i
CCC1Cc2c(nc(N)c3c(N)nc(N4CCOCC4)c(C#N)c23)O1 (centres undefined),-2.3,1.0,-3.8,x,-4.3,-6.4,5.0,9.8,x
Cc1cccc(CSC2=NCCN2C(=O)c2ccc(Br)o2)c1,-2.6,23.6,7.8,1.6,-0.8,4.1,-2.0,-9.1,i
COc1cccc(C(=O)NC(=O)Nc2cc(C)[nH]n2)c1,-4.2,-2.6,10.2,-3.5,-2.8,-4.4,-7.9,-0.4,i
Cc1cccc(C)c1NC(=O)COC(=O)c1ccc2[nH]c3c(c2c1)CCCC3,-7.2,0.7,16.1,1.4,-1.6,-0.3,-3.0,-2.5,i
O=C(Nc1ccc(-c2nc3ccccc3[nH]2)cc1)C1CCCN(Cc2ccn[nH]2)C1 (centres undefined),-0.2,-4.2,5.8,3.5,0.5,7.2,-7.3,-2.8,i
CCn1nccc1C(=O)Nc1ccc(Cl)cn1,-7.6,-7.1,-29.4,-8.8,-0.1,2.2,-5.5,8.1,i
COc1ccc(C(=O)C(C)OC(=O)c2cccc(S(=O)(=O)Nc3c(C)n(C)n(-c4ccccc4)c3=O)c2)cc1 (centres undefined),0.9,2.5,0.2,-1.2,-0.9,-10.7,2.2,7.7,i
COc1ccc(N2CCN(C(=O)C(NC(=O)c3c(F)cccc3F)C(C)C)CC2)cc1 (centres undefined),-3.1,-1.2,-8.8,3.3,-0.1,3.4,-4.6,-0.1,i
COc1ccc(CN2CCN(CCc3ccccc3)C(CCO)C2)cc1Cn1cncn1 (centres undefined),-7.4,-5.2,-2.9,4.9,-2.4,-4.6,2.6,2.1,i
COc1ccc(-n2cnc3cc(NCc4ccccn4)ccc32)cc1,-0.4,-6.5,9.9,-0.7,1.8,-13.4,2.3,-2.2,i
OCCNCc1cc(Br)ccc1OCc1ccc(Cl)cc1Cl,-4.0,3.7,16.9,-4.3,2.2,-5.2,2.8,11.5,i
CCOc1ncccc1C(=O)OCC(=O)c1ccc(Br)s1,-13.1,9.7,0.9,x,-3.0,5.5,-13.2,7.0,i
COc1ccc(S(=O)(=O)N(C)CC(=O)N2CCC(C(N)=O)CC2)cc1,-5.6,-7.9,6.7,2.2,-4.7,3.5,-5.3,-1.9,i
CCN(CC(=O)NCc1ccc(F)cc1)C(=O)C1CC1C (centres undefined),-0.7,-3.5,16.1,4.7,7.3,10.9,-2.0,3.9,i
COc1ccc(-c2n[nH]c(=S)n2-c2ccc(C)cc2)cc1,3.9,2.6,13.5,-0.4,-2.4,-1.3,5.2,-0.5,i
COc1ccc(-c2c(C#N)c(SCC(=O)c3cc4ccccc4oc3=O)nc(C)c2C(=O)Nc2ccccc2)cc1,-5.9,-1.4,4.5,-15.9,2.5,-15.8,4.8,-41.2,i
CC(=O)Nc1cccc(-c2nnc3n2CC(C)S3)c1 (centres undefined),-0.9,-7.0,0.4,-0.3,1.8,7.7,-4.3,-0.8,i
CCN(CC)S(=O)(=O)c1ccc2oc(C(=O)N3CCCCCC3)c(C)c2c1,3.4,5.9,-9.7,2.1,6.1,11.8,-3.1,-1.2,i
CC(=O)c1cccc(NC(=O)C(OC(=O)c2cccc(S(=O)(=O)N(C)c3ccccc3)c2)c2ccccc2)c1 (centres undefined),3.3,35.4,1.3,-4.4,-3.7,-11.6,-4.1,-15.1,i

# Sorted by number of heavy atoms (low to high): 8 of the compounds above.
SMILES,bovine MsrA act,FAS-TE inh,SKN-1 block,MT1-MMP act inh,Rin1 Abl inh,CendR NRP1 mod,eLon inh,MLLE-PAM2 inh,Neddylation inh
CCn1nccc1C(=O)Nc1ccc(Cl)cn1,-7.6,-7.1,-29.4,-8.8,-0.1,2.2,-5.5,8.1,i
CCOc1ncccc1C(=O)OCC(=O)c1ccc(Br)s1,-13.1,9.7,0.9,x,-3.0,5.5,-13.2,7.0,i
CCCOc1ccc(C(=O)N2CCCc3ccccc32)cc1,-5.8,14.4,-23.4,0.1,-0.5,13.8,-7.8,4.5,i
CCc1ccc(OCC(=O)N2CC(C(=O)OC)Oc3ccccc32)cc1 (centres undefined),-0.8,5.1,-24.1,-1.4,0.7,-1.5,-1.3,0.3,i
O=C(Nc1ccc(Br)cc1F)C1CCN(c2nnc(-n3cccc3)s2)CC1,-1.0,-0.1,-1.6,-4.4,-0.1,-2.2,-5.1,-23.2,i
Cc1cccc(C)c1NC(=O)COC(=O)c1ccc2[nH]c3c(c2c1)CCCC3,-7.2,0.7,16.1,1.4,-1.6,-0.3,-3.0,-2.5,i
COc1ccc(N2CCN(C(=O)C(NC(=O)c3c(F)cccc3F)C(C)C)CC2)cc1 (centres undefined),-3.1,-1.2,-8.8,3.3,-0.1,3.4,-4.6,-0.1,i
CC(C)CN(C(=O)CC(C)c1ccccc1)c1c(N)n(Cc2ccccc2)c(=O)[nH]c1=O (centres undefined),-1.9,-4.4,-16.7,-1.2,2.8,11.4,2.5,-110.8,i
